Source: PubChem BioAssay
EP2 antag: human EP2 receptor antagonists, primary screen, TR-FRET cAMP, C6 glioma cells; inhibition, % at 25 µM; 0.52% of 260,000 active; C6 glioma cells expressing human EP2; cells stimulated with saturating PGE2; Prostaglandin E2 receptor EP2 subtype (Homo sapiens), P43116;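 active = percent inhibition above 40 after rounding to a whole number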;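 also: rat C6 glioma host cells with rolipram phosphodiesterase inhibitor present; the protocol text gives 20 µM as final concentration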
Target sequence (P43116 whole entry, looked up): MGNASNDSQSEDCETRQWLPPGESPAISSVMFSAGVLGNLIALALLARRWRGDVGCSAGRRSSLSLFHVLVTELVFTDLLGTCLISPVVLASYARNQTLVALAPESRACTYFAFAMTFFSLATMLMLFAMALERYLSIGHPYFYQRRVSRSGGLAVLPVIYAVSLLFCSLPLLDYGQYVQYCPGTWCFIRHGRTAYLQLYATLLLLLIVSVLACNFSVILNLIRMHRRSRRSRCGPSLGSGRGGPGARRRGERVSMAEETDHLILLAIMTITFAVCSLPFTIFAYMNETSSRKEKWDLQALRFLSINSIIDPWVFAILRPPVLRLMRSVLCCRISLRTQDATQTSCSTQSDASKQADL
zVAD death inh: inhibitors of zVAD-triggered necroptosis, primary screen, L929 cells. viability rescue, % at 10 µM. 0.38% of 220,000 active. L929 zVAD necroptosis rescue, ATP luminescence, 24 h; with zVAD 60 µM. AID 1377, 2008;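 active = activation, scaled between plate controls, above about 75%, limit read from the data; inactive = activation under that limit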;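 also: 0% = zVAD with DMSO and 100% = DMSO alone without zVAD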
PPC-1+TRAIL kill: compounds killing PPC-1 cancer cells with TRAIL present, primary screen, TRAIL potentiator project, ATPLite luminescence, uHTS | PPC-1 cells + TRAIL, ATPLite viability luminescence | cell killing (% activity), % at 4 µM | 0.41% of 220,000 active;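 active = cell killing above 50% in the first pass at 4 µM, then a duplicate retest at 5 µM averaging 50% or more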;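 also: plate controls were cells with TRAIL plus DMSO for no effect and medium-only wells lacking cells for full effect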
FXIa inh 1536: human FXIa protease inhibitors, primary screen, biochemical, 1536-well; inhibition, % at 5 µM; purified FXIa, Boc-Glu-Ala-Arg-AMC fluorogenic substrate; 0.14% of 220,000 active; Coagulation factor XI (Homo sapiens), P03951;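 active = inhibition of at least 40%; inactive = inhibition below 40%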;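 also: fluorescence of freed AMC excited at 355 nm; 0% = enzyme without compound and 100% = no enzyme blank; many of its hits are not listed in these tables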
FXIIa inh: human FXIIa protease inhibitors, primary screen, biochemical, 1536-well | Coagulation factor XII (Homo sapiens), P00748 | purified FXIIa, Boc-QGR-AMC fluorogenic substrate, 2 h | inhibition, % at 5 µM | 0.3% of 220,000 active | AID 800, 2007; in the data active = inhibition above about 40%;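 also: 0% = enzyme with no compound and 100% = blank without enzyme; many of its hits are not listed in these tables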
Tb hexokinase: Trypanosoma brucei hexokinase 1 inhibitors, primary screen, biochemical, G6PDH-coupled NADH absorbance, MLSCN library | hexokinase 1 [Trypanosoma brucei] | recombinant TbHK1, G6PDH-coupled NADH A340 | inhibition, % at 10 µM | 0.11% of 220,000 active | AID 1430, 2008;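 active = inhibition of 50% or more in the single-dose primary screen; inactive = inhibition below 50%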
Wee1 degr inh: Wee1 degradation inhibitors, primary screen, cell-based, HeLa, Wee1K328M-luciferase, luminescence; Wee1-like protein kinase (Homo sapiens), P30291; HeLa Luc-Wee1K328M stability; 100% = proteasome inhibitor MG132 effect; reporter increase, % at 5 µM; 1.2% of 220,000 active; AID 1321, 2008;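 active = activation above the mean of all tested compounds plus 3 SD, set per screening run, cut at about 8.8% in these data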;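 also: cells exposed to compound for 20 h before luminescence read; 0% = DMSO alone and 100% = MG132 at 30 µM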
Target sequence (P30291 whole entry K328M): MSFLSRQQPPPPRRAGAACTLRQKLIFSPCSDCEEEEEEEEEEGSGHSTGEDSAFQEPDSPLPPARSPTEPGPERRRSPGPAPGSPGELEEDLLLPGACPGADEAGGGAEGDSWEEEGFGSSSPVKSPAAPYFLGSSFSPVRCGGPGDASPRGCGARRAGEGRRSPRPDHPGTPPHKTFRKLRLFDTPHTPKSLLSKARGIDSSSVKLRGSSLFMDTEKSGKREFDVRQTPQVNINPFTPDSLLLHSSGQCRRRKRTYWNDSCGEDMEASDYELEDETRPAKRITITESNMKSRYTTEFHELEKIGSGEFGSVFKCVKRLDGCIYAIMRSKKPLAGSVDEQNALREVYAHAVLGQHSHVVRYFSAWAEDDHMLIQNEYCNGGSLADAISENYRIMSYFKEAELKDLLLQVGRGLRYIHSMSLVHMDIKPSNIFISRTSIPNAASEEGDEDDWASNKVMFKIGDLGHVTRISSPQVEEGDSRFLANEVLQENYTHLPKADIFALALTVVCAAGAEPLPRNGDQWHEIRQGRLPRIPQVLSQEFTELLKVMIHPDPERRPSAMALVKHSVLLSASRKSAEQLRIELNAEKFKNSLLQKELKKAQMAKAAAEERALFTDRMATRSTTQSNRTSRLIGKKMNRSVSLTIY
CHOP inhibitor: inhibitors of CHOP promoter induction, primary screen, cell-based, unfolded protein response, luciferase reporter; CHO-K1 CHOP-promoter luciferase, tunicamycin-induced, 15-18 h; inhibition, % at 10 µM; 3.8% of 220,000 active; AID 2732, 2010;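 active = compounds that reduced the stress-induced luciferase reporter signal by more than about 70% of percent inhibition, limit read from the data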;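 also: 0% = tunicamycin plus vehicle and 100% = wells without tunicamycin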
TNF death inh: inhibitors of TNF-alpha triggered necroptosis, primary screen, cell-based, Jurkat FADD-/-, single concentration | Jurkat FADD-/- TNF necroptosis rescue, ATP luminescence, 24 h; 0 = TNF only, 100 = no-TNF cells | activation (protection from cell death), % at 10 µM | 0.068% of 220,000 active;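 active = activation, meaning protection from cell death, of at least 50% relative to plate controls; inactive = activation below 50%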;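 also: necroptosis triggered by 40 ng/mL TNF-alpha added together with compound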
* marks the source's active call; other numbers are inactive results; . = not tested or not shown; & = joins results of further samples. Some of the compounds tested (hit frequency here may not be typical).

Fields: Tb hexokinase	CHOP inhibitor	FXIa inh 1536	EP2 antag	TNF death inh	FXIIa inh	Wee1 degr inh	PPC-1+TRAIL kill	zVAD death inh
1) O=c1c2ccccc2nc(-c2ccco2)n1CCCn1ccnc1
    28.7	-21.2	-1.3	7.3	0.8	2.2	0.3	21.7	-0.5
2) COc1ccc(NC(=O)C(=O)NNC(=O)c2cccs2)cc1
    -26.8	-17.4	8.0	6.0&7.7	-0.8	-0.6	4.5	6.5	0.2
3) Cc1ccc(N=Nc2ccc(O)c(P(=O)(c3ccccc3)c3ccccc3)c2)cc1
    -11.1	15.8	-1.7	11.3	-1.6	0.2	-0.1	1.0	1.4
4) COc1ccc2c(c1)CCc1c-2nc2ccccc2c1N1CCOCC1
    -29.6	0.7	2.0	3.1	-11.1	5.7	-2.9	10.7	1.6
5) O=C(NCCN1CCOCC1)Nc1ccccc1
    -7.7	5.2	4.4	.	1.7	16.2	4.5	-3.6	0.1
6) Cc1c(C(=O)N2CCCC2)sc(NC(=O)c2ccco2)c1C#N
    -31.2	-15.7	5.5	13.8&12.2	-1.1	11.8	-0.1	10.2	0.0
7) COc1ccc2c(c1)c(CC(=O)Nc1ccc(C)cc1)c(C)n2C(=O)c1ccc(Cl)cc1
    -9.0	9.8	2.0	16.2	2.5	-2.1	1.6	5.2	-0.7
8) Cc1ccc(-c2csc3ncnc(NCCN4CCOCC4)c23)cc1
    -1.1	15.9	1.6	12.2	-2.0	5.5	-2.9	12.5	-0.2
9) Cc1c(NS(=O)(=O)c2cccc(C(=O)NCc3ccncc3)c2)c(=O)n(-c2ccccc2)n1C
    26.6	-0.4	-12.8	9.8	0.7	12.7	0.5	8.6	-0.3
10) CC12CCC(C(=O)Nc3ccc(SC(F)F)cc3)(CC1=O)C2(C)C (stereo not given)
    -0.7	-6.2	-0.1	9.3	-0.3	12.6	-1.1	11.4	0.0
11) COc1ccc(-c2n[nH]c(=S)n2-c2ccc3c(c2)OCCO3)cc1OC
    -1.9	-26.7	-4.2	6.9	0.3	2.3	-2.8	9.4	1.9
12) Cc1ccc(S(=O)(=O)N2CCOCC2)cc1C(=O)OCC(=O)N1CCc2ccccc2C1
    -3.0	-8.2	3.6	11.0	1.2	4.1	-1.2	42.3	-0.2
13) COc1ccc(-c2nn(C)c(=O)c3ccccc23)cc1NC(=O)COc1ccc(C)cc1
    -10.2	65.7	2.4	7.2	-5.2	14.0	-0.6	12.8	0.0
14) COc1ccccc1C1CCCN1Cc1nc(-c2ccc(C)s2)oc1C (stereo not given)
    3.4	34.2	-3.2	14.5	1.7	3.2	-0.1	-5.0	-1.3
15) O=c1c(N2CCOCC2)nsn1Cc1ccccc1
    -1.9	-1.9	1.7	.	-2.8	-4.1	0.7	2.6	0.3
16) COc1ccc(C(=O)OCC(=O)c2ccc(C)c(S(=O)(=O)N3CCOCC3)c2)cc1OC
    -8.1	32.5	4.3	9.8	-8.4	6.7	3.1	12.0	0.3
17) O=C(Nc1ccc2c(c1)CCC2)C1CCN(c2ncccn2)CC1
    3.8	11.8	7.0	4.7&14.6	2.1	8.1	1.5	17.5	2.8
18) C=CCn1c(Cn2nnc3ccccc32)nnc1SCC(=O)N/N=C/c1cc(Br)cc(OC)c1O
    -46.3	3.3	2.2	8.0	0.4	9.2	-1.6	16.1	-0.1
19) O=C(Nc1ccc(CN2CCCCC2)cc1)c1c(F)c(F)c(F)c(F)c1F
    -0.4	-10.6	-4.1	2.0	3.7	3.8	3.2	15.4	9.9
20) CC(C(=O)N1CCN(Cc2ccc3c(c2)OCO3)CC1)c1ccc([N+](=O)[O-])cc1 (stereo not given)
    -1.7	10.2	-0.5	6.8	2.3	7.6	-1.6	10.7	-0.4
21) COCCNC(=O)COc1cccc(Oc2ccccc2)c1
    -12.7	24.1	-2.2	11.3	0.0	11.3	0.6	12.9	1.1
22) COc1ccc(-c2cc(C(F)F)n3ncc(C(=O)N4CCCc5ccccc54)c3n2)cc1
    -15.8	10.5	-3.1	3.1	-0.9	1.8	4.0	-7.2	0.3
23) CC(NS(=O)(=O)c1ccc(Cl)cc1)C(=O)NCc1ccco1 (stereo not given)
    3.7	23.9	8.2	3.4	-1.4	21.3	-2.4	5.2	0.8
24) CN(C(=O)COC(=O)c1cc(NS(=O)(=O)c2cc([N+](=O)[O-])ccc2Cl)ccc1O)C1CCCCC1
    -7.8	15.9	-5.5	11.3	1.5	3.0	-0.6	-4.3	0.0
25) CCN(CC)S(=O)(=O)c1cccc(C(=O)c2c(C)cc3ccccn23)c1
    2.1	59.2	3.0	2.0	0.7	7.3	-3.3	9.6	0.2
26) C=CCOc1ccc(/C=N/Nc2ccccn2)cc1OC
    -22.6	-20.0	-1.3	3.5	8.4	6.8	0.0	35.5	85.4*
27) O=C(CSc1nc(CCC2CCCC2)nc2ccccc12)NCc1ccc2c(c1)OCO2
    1.1	95.0*	5.6	8.1	2.6	8.0	0.4	20.1	1.5
28) O=[N+]([O-])c1ccc(NC(=S)NCCc2ccc(Cl)cc2)cc1
    5.8	105.3*	19.4	73.8*	-21.4	21.4	-2.8	25.4	1.8
29) COc1ccc(/C=N/Nc2nc3ccccc3[nH]2)cc1OC
    -27.6	-40.7	-4.1	9.5	39.6	9.7	0.6	-16.3	78.9*
30) CC(C)(C)c1csc(NC(=O)c2ccncc2)n1
    -14.9	-2.7	-1.4	2.0	-4.5	-9.0	5.6	3.1	-0.6
31) CCn1c(SCC(N)=O)nc2cc(S(=O)(=O)N3CCOCC3)ccc21
    -1.8	6.3	-4.1	1.6	0.7	8.9	-0.8	15.3	8.4
32) S=C1NCN(C2CCCCC2)CN1c1ccccc1
    -5.2	25.1	1.1	6.6	-0.9	2.6	8.2	2.8	0.3
33) Cc1nn(Cc2ccccc2)c(Cl)c1/C=C/C(=O)OC(C)C(=O)N1CCCC1 (stereo not given)
    -4.8	9.1	-5.3	6.0	0.3	4.5	-3.9	15.8	1.4
34) Cc1ccc(S(=O)(=O)Nc2ccccc2C(=O)Nc2ccc(S(=O)(=O)Nc3nccc(C)n3)cc2)cc1
    -13.6	9.4	-6.2	7.6	-0.4	-5.5	-0.2	4.1	0.5
35) COc1ccccc1N1CCN(C(=O)C(Cc2ccccc2)NC(=O)C2CCCCC2)CC1 (stereo not given)
    2.9	66.0	4.3	1.0	0.0	8.3	0.0	37.4	0.5
36) CCOc1ccc2nc(NC(=O)c3cnccn3)sc2c1
    -6.1	68.2	4.4	.	-0.7	15.0	0.9	22.5	-0.1
37) Cc1ccc(CNC(=O)CS(=O)Cc2nc(-c3ccccc3C)oc2C)cc1 (stereo not given)
    6.5	45.4	0.4	8.7	0.7	2.8	-1.2	-10.8	0.9
38) CC1=NN(C(=O)COc2ccc(C)c(C)c2)C(O)(c2ccc(Cl)cc2)C1 (stereo not given)
    39.4	63.0	6.8	7.3	2.3	12.1	3.7	30.9	-0.3
39) Cc1nn(C(C)C(=O)N2CCOCC2)c(C)c1[N+](=O)[O-] (stereo not given)
    -2.3	-6.0	2.0	4.1	0.2	5.6	-1.5	15.2	0.6
40) COCCn1c(-c2ccc(OC)c(OC)c2)nc2ccccc21
    0.7	15.1	11.0	2.9	-2.1	13.6	2.0	-6.9	-0.7

Limited to PPC-1+TRAIL kill and FXIa inh 1536, for some of the entries so far:
no.	structure	PPC-1+TRAIL kill	FXIa inh 1536
36	CCOc1ccc2nc(NC(=O)c3cnccn3)sc2c1	22.5	4.4
37	Cc1ccc(CNC(=O)CS(=O)Cc2nc(-c3ccccc3C)oc2C)cc1 (stereo not given)	-10.8	0.4

Next entries follow.
Fields: Tb hexokinase	CHOP inhibitor	FXIa inh 1536	EP2 antag	TNF death inh	FXIIa inh	Wee1 degr inh	PPC-1+TRAIL kill	zVAD death inh
41) Cn1nc(-c2ccc(Cl)cc2)c2cc(C(=O)NCc3ccco3)sc21
    -20.0	31.2	-12.3	14.1	0.9	-3.9	-0.6	16.1	8.0
42) Cc1ccc(/C(O)=C2/C(=O)C(=O)OC2c2ccc(Cl)cc2)cc1 (stereo not given)
    -24.2	2.8	2.8	34.9	-1.1	14.8	-1.5	13.9	1.4
43) COc1cccc(C(=O)Nc2cccc(OCC(=O)c3ccccc3)c2)c1
    -1.8	6.7	-0.9	24.8	0.5	.	2.6	7.7	1.7
44) CCOC(=O)c1sc2nc[nH]c(=O)c2c1C
    0.9	23.0	-12.2	28.9	0.4	7.0	0.8	-1.1	0.3
45) COCCn1c(SCC(N)=O)nnc1-c1c[nH]c2ccccc12
    0.2	25.9	7.5	11.0	0.8	16.7	0.7	-5.8	1.3
46) CCCS(=O)(=O)N1CCN=C1SCc1cccnc1
    -0.7	19.7	-0.8	8.7	0.4	5.7	-0.8	-14.1	2.5
47) Cc1onc(-c2ccccc2)c1C(=O)NCC1COc2ccccc2O1 (stereo not given)
    -6.9	38.5	4.6	19.4	1.5	13.5	2.7	12.4	-0.1
48) CC1(C)C(=O)OC(c2cccc([N+](=O)[O-])c2)C2(CCCCC2)C1=O (stereo not given)
    1.7	63.7	-2.4	1.8	-1.8	3.2	-0.3	30.1	1.0
49) COCCCNC(=O)/C(C#N)=C1\N=C(NC(=O)c2cccs2)c2ccccc21
    -28.1	13.2	5.6	8.8	-5.0	9.3	-0.6	-11.8	1.9
50) COC(=O)C(C)n1cnc2c(nnn2-c2ccc(OC)cc2)c1=O (stereo not given)
    4.9	-21.5	-2.3	6.5	0.8	8.5	-2.9	6.0	1.4
51) CCOC(=O)c1sc2ncn(/N=C/c3ccc(O)c(OC)c3)c(=O)c2c1C
    -40.6	62.1	2.5	7.2	-2.2	9.2	0.1	0.9	2.9
52) O=S1(=O)CC(N2CCOCC2)c2ccccc21 (stereo not given)
    2.0	18.5	-5.1	8.8	-0.9	7.1	0.4	14.6	-0.2
53) O=C(O)CCn1cc(/C=C2\NC(=S)N(c3ccccc3)C2=O)c(-c2ccc(Br)cc2)n1
    -4.1	6.0	-1.8	13.7	0.5	4.2	-4.5	-21.6	1.7
54) CCc1ccc(/C=C2\SC(N3CCOCC3)=NC2=O)cc1
    -12.8	-17.1	-4.2	3.0	0.1	4.3	1.5	20.8	-0.3
55) Cc1cc(Cl)ccc1NC(=S)NCc1ccc(Cl)cc1
    -4.9	62.1	2.5	13.4	-3.9	13.8	-2.2	3.3	-0.2
56) O=C(c1ccc([N+](=O)[O-])o1)N1CCOCC1
    -10.7	14.3	-0.5	7.6	-0.5	11.8	6.7	6.0	0.8
57) Cc1ccc(NC(=O)N2CCCC2C(=O)NCCc2ccccc2)cc1 (stereo not given)
    7.3	33.6	-1.3	6.6	-1.2	10.5	-1.4	-0.4	0.1
58) CC1CCN(C(c2cc3cc4c(cc3[nH]c2=O)OCO4)c2nnnn2CC2CCCO2)CC1 (stereo not given)
    -17.6	12.6	-10.3	7.3&8.1	-1.6	-6.2	-3.5	5.7	0.2
59) O=C(CCCCCn1c(=O)[nH]c2ccsc2c1=O)N1CCCCC1
    -6.4	20.2	2.7	13.7	-0.6	13.1	-2.1	35.8	0.2
